Bioassay records from PubChem BioAssay.
D2 ag = HTS Assay for Allosteric Agonists of the Human D2 Dopamine Receptor: Primary Screen for Agonists | AID 485358, 2010 | hit rate 0.53% among 340,000 | activation, % at 2 µM | HEK293 T-REx D2 cells, calcium flux agonist mode | D(2) dopamine receptor (Homo sapiens), P14416;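 active = activation over 3 SD above normal in the single-dose calcium agonist read, cut at about 30% in these data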; also: 0% is about no effect
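In this primary screen, compounds producing a positive calcium signal within 180 s of addition to tetracycline-induced, force-coupled HEK293 Trex D2 cells are flagged; cells are dye-loaded with a no-wash calcium kit beforehand.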
USP1 inh = Inhibitors of USP1/UAF1: Primary Screen | recombinant USP1/UAF1, Ub-Rhodamine cleavage fluorescence | hit rate 0.23% among 390,000 | Ubiquitin carboxyl-terminal hydrolase 1 (Homo sapiens), O94782 | AID 743255, 2014 | Potency, µM (top dose mostly 57.1 µM), for inactives: top-dose activity change, negative = inhibition, actives largely listed as inhibitors; also: potency is read from the fitted curve at half-maximal effect; % is scaled to controls: 0 for no effect and ±100 for the full control effect; nearly all actives have a fitted effect of over 60% in size; inactives centre near -12
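In this screen, compounds sit with the deubiquitinase complex (1nM) for 15 min at room temperature before Ub-Rho is added at 150nM final. Fluorescence rise is then followed for 6 reads every 60 seconds.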
mIDH1 inhibitor = qHTS for Inhibitors of mutant isocitrate dehydrogenase 1 (IDH1): qHTS. hit rate 0.093% among 390,000. Isocitrate dehydrogenase [NADP] cytoplasmic (Homo sapiens), O75874. Potency, µM (series often up to 76.6 µM), for the others: at the highest dose activity change, negative = inhibition, actives largely listed as inhibitors. IDH1-R132H enzyme, NADPH consumption, diaphorase/resazurin fluorescence; also: potency is read from the fitted curve at half-maximal effect; % is scaled to controls: 0 for no effect and ±100 for the full control effect; nearly all actives have a fitted effect of over 65% in size
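IDH1-R132H (0.5 ug/mL) preincubated 30 min with compound, then NADPH (0.016 mM) and alpha-KG (2 mM) added; 80 min at RT, pH 7.5. Remaining NADPH coupled via diaphorase/resazurin to fluorescence (540/590 nm); concentration-response curves normalized to no-enzyme control.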
TRHR ag = qHTS for Small Molecule Agonists and Allosteric Enhancers of Human TRH Receptor: Primary Screen for Agonists; Thyrotropin-releasing hormone receptor (Homo sapiens), P34981; TRHR cells, calcium flux fluo-8, FDSS agonist mode; activation, % at 2 µM; hit rate 0.18% among 360,000; in the data active = activation above about 30%; also: 0% is about no effect
Target sequence (P34981 whole entry, looked up): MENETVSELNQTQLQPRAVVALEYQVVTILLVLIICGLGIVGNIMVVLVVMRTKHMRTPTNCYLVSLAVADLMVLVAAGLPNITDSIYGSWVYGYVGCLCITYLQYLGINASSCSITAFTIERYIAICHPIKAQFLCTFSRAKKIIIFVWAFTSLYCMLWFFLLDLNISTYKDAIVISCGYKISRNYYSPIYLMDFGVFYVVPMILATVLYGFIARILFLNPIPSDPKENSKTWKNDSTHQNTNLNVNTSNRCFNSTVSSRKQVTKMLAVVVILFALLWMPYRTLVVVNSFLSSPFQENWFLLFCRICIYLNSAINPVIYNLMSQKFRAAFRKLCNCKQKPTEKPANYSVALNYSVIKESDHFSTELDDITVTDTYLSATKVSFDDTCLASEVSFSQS
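Agonist-mode FDSS calcium read (Ex 480/Em 530, 1 s cycles) in 1536-well TRHR cells with fluo-8 dye, after 10-cycle baseline and 23 nL compound addition; TRH at EC20 (10 nM final) added afterwards for the enhancer phase.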
TrxR1 inh = qHTS Assay for Inhibitors of Mammalian Selenoprotein Thioredoxin Reductase 1 (TrxR1): qHTS. Thioredoxin reductase 1, cytoplasmic (Rattus norvegicus), O89049. recombinant rTrxR1, NADPH fluorescence consumption, selenite substrate. Potency, µM (series often up to 114 µM), for the others: top-dose activity change, negative = inhibition, usual class: inhibitors. hit rate 1% among 390,000; also: potency is read from the fitted curve at half-maximal effect; % is scaled to controls: 0 for no effect and ±100 for the full control effect; nearly all actives have a fitted effect of over 65% in size
Target sequence (O89049 whole entry, looked up): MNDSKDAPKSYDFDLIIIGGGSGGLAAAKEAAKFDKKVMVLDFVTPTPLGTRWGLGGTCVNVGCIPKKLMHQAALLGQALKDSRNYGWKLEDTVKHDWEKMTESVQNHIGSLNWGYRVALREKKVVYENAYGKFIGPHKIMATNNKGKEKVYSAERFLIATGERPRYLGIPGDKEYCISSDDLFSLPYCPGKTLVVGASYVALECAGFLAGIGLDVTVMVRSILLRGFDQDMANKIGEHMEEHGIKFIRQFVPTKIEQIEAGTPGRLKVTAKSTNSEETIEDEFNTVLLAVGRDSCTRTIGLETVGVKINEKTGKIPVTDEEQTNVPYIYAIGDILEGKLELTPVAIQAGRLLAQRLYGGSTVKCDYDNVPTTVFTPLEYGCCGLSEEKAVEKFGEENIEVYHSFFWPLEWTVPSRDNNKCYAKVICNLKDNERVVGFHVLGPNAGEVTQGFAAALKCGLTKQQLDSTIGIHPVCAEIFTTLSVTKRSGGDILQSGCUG
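Rat TrxR1 (90 nM in the dispensed reagent) was pre-reduced with 400 uM NADPH for 5 min at room temperature, then incubated with compound for 15 min. After 400 uM selenite was added, NADPH fluorescence (Ex 340/Em 450 nm) was followed for 8 min.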
TrxR1 substrate = qHTS Assay for Substrates of Mammalian Selenoprotein Thioredoxin Reductase 1 (TrxR1): qHTS. purified TrxR1 substrate turnover, NADPH consumption readout. Potency, µM (highest dose often 114 µM), for inactives: at the top dose activity change, negative = substrate turnover. hit rate 0.01% among 390,000. AID 588456, 2011; also: potency is read from the fitted curve at half-maximal effect; % is scaled to controls: 0 for no effect and ±100 for the full control effect; nearly all actives have a fitted effect of over 50% in size
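Rat TrxR1, dispensed at 90 nM, was prereduced with 400 uM NADPH (final) for 5 min at ~22 deg C, then incubated with compound 15 min before 400 uM selenite. A first-read NADPH fluorescence drop versus no-compound background flagged substrates.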
PI4K2A inh = qHTS for small molecular inhibitors of PI4K2A | Phosphatidylinositol 4-kinase type 2-alpha (Homo sapiens), Q9BTU6 | purified PI4K2A, ADP-Glo luminescence, 1 h; hits give low values | activity change, negative = inhibition, % at 76.9 µM | hit rate 0.13% among 420,000 | AID 1346378, 2018; in the data active = activity change below about -50%; inconclusive = mostly about -30% to -49%;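 also: -100% = wells without enzyme as full effect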
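PI4K2A activity was measured by ADP-Glo luminescence: enzyme (4 ug/mL stock) and phosphatidylinositol (1.2 mM stock) in Tris pH 7.5/MgCl2/EGTA/Triton X-100 buffer were reacted with ATP (300 microM stock) for one hour at ambient temperature.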
D2 antagonist = HTS Assay for Allosteric Antagonists of the Human D2 Dopamine Receptor: Primary Screen for Antagonists | D(2) dopamine receptor (Homo sapiens), P14416 | HEK293 TREx D2 cells, calcium flux, dopamine EC80 | inhibition, % at 10 µM | hit rate 2% among 340,000; in the data active = inhibition above about 30%; also: 0% is about no effect
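Dopamine at EC80 is the agonist stimulus; test compounds precede it by 180 s. Calcium flux read kinetically in a force-coupled, inducible HEK293 T-REx D2 cell line.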
TRHR enhancer = qHTS for Small Molecule Agonists and Allosteric Enhancers of Human TRH Receptor: Primary Screen for Enhancers. hit rate 0.66% among 360,000. TRHR cells, fluo-8 calcium fluorescence, EC20 TRH enhancement. Thyrotropin-releasing hormone receptor (Homo sapiens), P34981. enhancement, % at 2 µM; in the data active = enhancement above about 30%; also: 0% is about no effect
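TRHR-expressing cells loaded with fluo-8 calcium dye were read kinetically (ex 480/em 530) during compound addition, then stimulated with an EC20 of TRH (10 nM final). Enhancement of the Gq-mediated intracellular calcium response was scored.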
An asterisk follows results filed as active; u = inconclusive; x = not tested or not shown; [ ] = dose if it differs, or a comment. Unless noted, calls follow the shape of the dose curve; as a rule, active = well fitted inhibition curve with a large enough effect; inconclusive = small, poorly fitted or top-dose-only effect; inactive = no such curve, though single readings can be large or run the other way.

Order of results – D2 ag, USP1 inh, mIDH1 inhibitor, TRHR ag, TrxR1 inh, TrxR1 substrate, PI4K2A inh, D2 antagonist, TRHR enhancer
C#CCOCCOCCOCCNc1nc(N2CCN(C(=O)C([C@@H](C)CC)n3cc(C(N)CO)nn3)CC2)nc(N2CCN(C(=O)[C@H](CCC(=O)O)n3cc(C(N)Cc4ccc(O)cc4)nn3)CC2)n1 (stereo not given in full)
  -0.2, x, x, 0.6, x, x, x, -23, -1
CCn1ncc(Br)c1C(=O)Nc1cccc(F)c1
  -3.0, -15%, 6%, 0.4, 0%, -7%, -1, -19, -4
O=c1ccnc(SCc2ccccc2Cl)[nH]1
  -1.0, -4%, 14%, -0.3, 5%, -2%, -2, 4, 26
CC(C)(C)c1cc(NC(=O)Nc2ccccc2)no1
  1.1, -13%, 10%, 1.3, 7%, -7%, -3, -7, -6
NNC(=O)c1ccc(Cn2cc(Br)c(N)n2)cc1
  -0.9, 2%, 6%, -0.3, 7%[57.1 µM], -6%, 0, -6, 5
CCOc1ccc(/C=C2\SC(=O)N(CCNC(=O)C3COc4ccccc4O3)C2=O)cc1OC (stereo not given)
  -3.4, -24%, 8%, 0.1, u, 9%, -3, -1, 8
C=C(C)Cn1c(=O)c2c(nc3n2CCN3c2ccc(CC)cc2)n(C)c1=O
  -1.0, -11%, 0%, -0.1, 12%, -2%[11.4 µM], 3, x, -2
O=C(OCC(=O)N1CCCC1=O)c1ncc(Cl)c(Cl)c1Cl
  0.8, -19%, 0%, 2.6, 8%, 13%[57.1 µM], -2, -6, 6
COC(=O)c1c(C)nc(C)c2c(=O)oc3ccccc3c12
  0.7, -1%, 4%, -2.0, -2%, 3%, 2, 2, 3
COc1ccccc1C(=O)NNC(=O)Cc1ccccc1
  0.7, -5%, 2%, -0.3, 36%[activator], 10%, 0, 9, 4
Clc1cccc(-c2ccc(CNCCSc3nnnn3-c3ccccc3)o2)c1
  1.0, -24%, -16%, 0.3, 13%, 7%, 2, x, 2
CCOC(=O)N1CCC(Nc2ccc3nnc(-c4ccccc4)n3n2)CC1
  -0.5, u, 6%, -0.3, 12%, 4%, -5, 28, -3
C#Cc1cccc(C(=O)N2CCCC(Nc3cccc(F)c3)C2)c1 (stereo not given)
  0.2, -13%, 0%, 1.1, 19%, -3%, 3, 1, -2
Cc1ccc(Cn2c(CNS(=O)(=O)c3cccc([N+](=O)[O-])c3)nc3cccnc32)cc1
  0.2, -22%, 0%, -0.5, 18%[57.1 µM], 3%[57.1 µM], -3, x, -2
CCNC(=O)NC(=O)C(C)OC(=O)CCS(=O)(=O)c1ccc(C)cc1 (stereo not given)
  0.0, -23%, 3%, 0.3, -2%[57.1 µM], -10%, 2, 0, 7
COc1ccc(CCNC(=S)NNC(=O)c2c(Br)c(C)nn2C)cc1OC
  2.9, 2%, 2%, -0.1, u, -11%, 3, -6, 9
CN(C)c1ccc(/C=C/c2nnnn2-c2ccccc2)cc1
  x, -19%, 2%, 0.4, -10%, -6%, -2, x, -5
CCOc1ccc(C(=O)Nc2cc(-c3ccccc3)no2)cc1
  1.7, -16%, 18%, 1.4, 23%, 0%, -15, x, 1
CN(CCO)S(=O)(=O)c1ccc2c(c1)C(=O)c1cc(S(=O)(=O)N(C)CCO)ccc1-2
  -0.1, -20%, 1%, 0.4, 24%, 1%, -20, -7, 4
Cc1[nH]n(-c2nc(-c3ccccc3F)cc(=O)[nH]2)c(=O)c1CCO
  0.2, -17%, 4%, 0.4, -16%[57.1 µM], -7%[57.1 µM], 3, 18, -2
CCN(CC)CCNc1cc(C)c(C#N)c2nc3ccccc3n12
  0.7, -5%, 0%, 1.1, 16%, 206%[activator], 2, 0, 7
CC(C)n1cnnc1SCC(=O)Nc1cccc(S(=O)(=O)N(C)c2ccccc2)c1
  -2.2, -7%, -4%, -0.1, 3%, -1%, 1, 4, 2
CCCCN(CC)Cc1ccc(CNC(=S)Nc2ccccc2F)o1
  0.1, 0%, -1%, -0.3, -28%, 2%, -2, -13, 8
COc1ccc(C(=O)COC(=O)CCCC(=O)NC2CCCCC2)cc1
  0.2, -5%, 2%, 0.0, -18%, -12%, 0, -4, 3
CC[C@@]1(C(=O)OC)N[C@H](CN(C)C(=O)COC)[C@@H]2C(=O)N(Cc3ccccc3)C(=O)[C@@H]21
  x, -13%, 0%[38.3 µM], x, 23%, 2%, 4, x, x
C=C(C)CN=CC1(C)CCC(C)=CO1 (stereo not given)
  x, -11%, 4%, x, 13%[57.1 µM], 9%[57.1 µM], 3, x, x
CCCN1C2CCCC1CC(NC(=S)NCCCOCC)C2 (stereo not given)
  x, -11%, 7%, -1.0, 6%, 8%, 5, x, 14
Nc1nonc1C(=O)NCCNCc1cccc(Cl)c1Cl
  -0.1, -24%, -2%, -1.0, 11%, 3%[11.4 µM], 2, x, 1
CCc1ccc(C(=O)NNc2ccc(S(N)(=O)=O)cc2)cc1
  0.3, 4%, 10%, 0.2, 4%[57.1 µM], 7%[57.1 µM], 1, -3, 1
Nc1ccc(C(=O)N2CCN(S(=O)(=O)c3ccc4c(c3)OCCO4)CC2)cc1[N+](=O)[O-]
  -0.3, -7%, -3%, -0.2, -12%, -11%, -3, 3, -8
Cc1ccccc1-c1nc(-c2ccc(NC(=O)c3cccs3)cc2)no1
  0.8, -6%, 2%, 0.5, 0%[57.1 µM], 26%[57.1 µM], -1, 6, 6
COc1ccccc1C(=O)Nn1c(C2CCC2)nc2ccccc2c1=O
  -0.8, -18%, 4%, -0.9, 16%, -1%, -5, -5, -1
Cc1ccc(NS(=O)(=O)c2ccc3c(c2)CC(=O)N3)c(C)c1
  -0.2, -11%, 5%, 0.8, 13%[57.1 µM], 8%[57.1 µM], -5, -9, 7
CC(C)c1ccc(-c2nnn(CCC(=O)O)n2)cc1
  -0.7, -12%, 1%, 0.4, -14%, -14%, -5, 23, -2
CCOC(=O)C1=C(C)N=c2s/c(=C\c3ccc(OC(C)=O)c(OCC)c3)c(=O)n2C1/C=C/c1ccccc1 (stereo not given)
  2.0, -12%, 3%, 2.3, 3%[57.1 µM], -4%[57.1 µM], -29, -2, 0
Cc1ccc(C(=O)N/N=C\c2ccc[nH]2)cc1[N+](=O)[O-]
  0.1, -13%, 1%, -0.4, -9%, -12%, 8, 16, -5
CC(NC(=O)c1ccco1)c1nc(-c2ccc(Cl)cc2)no1 (stereo not given)
  -0.3, -14%, 16%, 0.2, 16%, 6%, 0, -14, 9
COCCN(C(=O)COC(=O)Cc1c[nH]c2ccccc12)c1c(N)n(Cc2ccccc2)c(=O)[nH]c1=O
  x, -17%, 5%, 0.3, 19%, 6%, 4, x, -6
CCOc1ccc(NS(=O)(=O)c2ccc(C(=O)NCC3(N(C)C)CCCCC3)cc2)cc1
  0.1, 5%, -2%, -0.6, -7%, -9%, -3, 3, 0
COc1ccc(CCN2CC(C(=O)N(C)CCOc3ccccc3)CCC2=O)cc1 (stereo not given)
  -0.3, -9%, -14%, -0.7, 0%, -7%, 5, -16, 2
CCCCN(N=Nc1nonc1OC)c1nonc1OC
  -0.3, -21%, 10%, 0.4, 4%, -8%, 6, 10, -4
CCOC(=O)c1c(NC(=O)c2ccno2)c2cc([N+](=O)[O-])ccc2n1C
  4.5, -20%, 26%, -0.7, 17%[57.1 µM], 11%[2.29 µM], -1, 4, -5
CC(=O)c1cccc(NC(=O)NCc2cccs2)c1
  -0.5, -9%, 1%, 0.0, -12%[57.1 µM], 3%[57.1 µM], 2, 7, -2
COCCn1c(C)cc(O)c(C(c2ccccc2OC)N2CCN(c3ccccc3)CC2)c1=O (stereo not given)
  21, 14%, -2%, -0.2, u, 6%[57.1 µM], 1, x, 45*
O=C(Oc1cccc(-n2cnnn2)c1)C1CCCCC1
  -0.6, -7%, 1%, -0.3, -3%, -7%, -1, -11, 5
Cc1cc(-c2nnc(-c3ccccc3)c(-c3ccccc3)n2)c(C)o1
  -0.1, -19%, 0%, -0.2, 32µM*, -1%, -5, 4, -10
O=C(CCc1ccccc1)NC(=S)Nc1cc(C(F)(F)F)ccc1N1CCOCC1
  0.3, -16%, 0%, -0.7, u, -8%, -2, -17, 3

Entries of single compounds, quoted from the list. Values in the order: D2 ag, USP1 inh, mIDH1 inhibitor, TRHR ag, TrxR1 inh, TrxR1 substrate, PI4K2A inh, D2 antagonist, TRHR enhancer
Entry for CC(C)n1cnnc1SCC(=O)Nc1cccc(S(=O)(=O)N(C)c2ccccc2)c1 = -2.2, -7%, -4%, -0.1, 3%, -1%, 1, 4, 2
Entry for CN(CCO)S(=O)(=O)c1ccc2c(c1)C(=O)c1cc(S(=O)(=O)N(C)CCO)ccc1-2 = -0.1, -20%, 1%, 0.4, 24%, 1%, -20, -7, 4
